# Runt-CBFb FRET = blocks binding of human RUNX1 Runt domain to CBFb; Cerulean-Runt/Venus-CBFb FRET ratio 530/480, 1 h; Q01196+Q13951; inhibition, % at 20 µM; actives 0.46% (n = 220,000);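 active = inhibition over about 50% at 20 µM in the single-dose screen, limit read from the data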;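 also: 0% = DMSO wells and 100% = excess unlabeled CBFb competitor control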
#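 Buffer or medium: Tris pH 7.5 buffer with BSA. Assay system: Cerulean-labeled Runt domain protein. Amount: each fluorescent fusion protein 100 nM. Read-out basis: loss of energy transfer signal. Incubation: 1 h compound exposure, room temperature. Probe or stimulus: Venus-CBFb binding partner, 100 nM. Detection: FRET, excitation 422 nm, emission at 530 and 480 nm.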
# p97 inhibitor = human p97 ATPase inhibition | P55072 | recombinant p97 ATPase, Kinase-Glo ATP luminescence, 3 h | inhibition, % at 8 µM | actives 0.42% (n = 220,000) | AID 1481; in the data active = inhibition above about 15%;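 also: 0% = DMSO vehicle and 100% = wells lacking enzyme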
# Furin inhibitor = human furin inhibition. P09958. purified furin, fluorogenic substrate cleavage. inhibition, % at 30 µM. actives 0.061% (n = 220,000). AID 463115; in the data active = inhibition above about 25%; also: inactives centre near -15
# Calpain2 inh = inhibitors of pig calpain II; actives 0.37% (n = 220,000); inhibition, % at 16 µM; purified calpain II, fluorogenic peptide substrate, 30 min;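 active = inhibition above about 50%, limit read from the data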
# RBBP9 inh = inhibitors of human serine hydrolase RBBP9; O75884; recombinant RBBP9, FP-Rh probe fluorescence polarization; inhibition, % at 7.94 µM; actives 0.2% (n = 220,000);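 active = inhibition above the campaign mean of all tested compounds plus 3 SD, cut at about 14% in these data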;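 also: plate controls were DMSO wells with RBBP9 for no effect and wells lacking RBBP9 protein for full effect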
# Target sequence (O75884 whole entry, looked up): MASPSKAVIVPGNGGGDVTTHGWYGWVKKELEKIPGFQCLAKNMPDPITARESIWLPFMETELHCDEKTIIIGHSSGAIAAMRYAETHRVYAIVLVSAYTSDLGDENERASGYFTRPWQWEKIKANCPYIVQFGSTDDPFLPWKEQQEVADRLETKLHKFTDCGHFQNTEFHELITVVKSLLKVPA
#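 System: RBBP9 protein | Quantity: 2.5 µM RBBP9 dispensing solution, before mixing | Reagent: FP-Rh probe, 375 nM dispensing solution | Timing: Enzyme-compound preincubation 30 min, then probe labeling 45 min, 25 °C | Measured by: Fluorescence polarization | Read-out: % inhibition | Replication: One well per compound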
# EBV gp42 block = EBV gp42 inhibition; Fluorescence polarization binding assay, mP read-out; Q1HVG2; actives 0.42% (n = 220,000); inhibition, % (tested at 21.74 µM); in the data active = inhibition above about 50%
# Target sequence (Q1HVG2 whole entry, looked up): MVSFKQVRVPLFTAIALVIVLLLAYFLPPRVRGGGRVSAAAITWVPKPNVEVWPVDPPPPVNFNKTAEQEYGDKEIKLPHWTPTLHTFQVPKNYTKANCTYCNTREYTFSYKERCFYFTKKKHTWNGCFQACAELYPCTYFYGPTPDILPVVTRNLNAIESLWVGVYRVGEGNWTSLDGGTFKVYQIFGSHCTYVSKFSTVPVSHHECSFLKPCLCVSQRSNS
# TbHK1 inh = blocks Trypanosoma brucei hexokinase 1 activity; actives 0.11% (n = 220,000); inhibition, % at 10 µM; recombinant TbHK1, G6PDH-coupled NADH A340;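 active = inhibition of 50% or more in the single-dose primary screen; inactive = inhibition below 50%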
# NCF1 inh = inhibitors of human p47phox binding | p47phox/p22phox peptide binding, fluorescence polarization, 2 h | AID 1274 | actives 0.53% (n = 220,000) | inhibition, % at 24.7 µM | P14598;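 active = inhibition above about 30%, limit read from the data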;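 also: 0% = p47phox with labelled peptide and 100% = labelled peptide alone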
# Target sequence (P14598 whole entry, looked up): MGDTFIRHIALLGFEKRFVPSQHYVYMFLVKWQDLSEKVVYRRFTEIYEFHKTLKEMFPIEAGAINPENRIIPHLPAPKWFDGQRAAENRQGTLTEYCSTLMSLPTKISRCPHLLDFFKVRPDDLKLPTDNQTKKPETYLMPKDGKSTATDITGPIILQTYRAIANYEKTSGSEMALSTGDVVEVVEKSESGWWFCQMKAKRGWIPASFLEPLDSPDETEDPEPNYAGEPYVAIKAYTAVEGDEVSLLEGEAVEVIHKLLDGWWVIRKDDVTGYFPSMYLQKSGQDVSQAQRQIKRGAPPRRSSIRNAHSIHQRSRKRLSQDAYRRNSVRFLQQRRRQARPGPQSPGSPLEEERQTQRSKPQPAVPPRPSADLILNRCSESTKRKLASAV
# Runt-SMMHC FRET = inhibitors of human RUNX1 Runt domain binding to CBFb-SMMHC; Q01196+Q13951; Cerulean-Runt/Venus-CBFb-SMMHC FRET ratio 530/480, 1 h; inhibition, % at 20 µM; actives 0.74% (n = 220,000); AID 1434;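 active = mean inhibition across duplicate retests at 20 µM reaching about 50%, limit read from the data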;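 also: 0% = DMSO wells and 100% = wells with excess untagged CBFb-SMMHC; inhibitors lower the FRET ratio by blocking Runt binding to CBFb-SMMHC; some results filed as inactive read as strong as hits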
# * marks the source's active call; other numbers are inactive results; / = not tested or not shown; [ ] = another dose, or the depositor's remark.
SMILES,Runt-CBFb FRET,p97 inhibitor,Furin inhibitor,Calpain2 inh,RBBP9 inh,EBV gp42 block,TbHK1 inh,NCF1 inh,Runt-SMMHC FRET
CCC(=O)N1CCc2cc(Br)cc(S(=O)(=O)N3CCCCCC3)c21,-2,-1,-9[20 µM],6,2,5,1,-8,2
Oc1ccccc1C=NCCCCCCN=Cc1ccccc1O,0,1,-27,-20,-5,-11,-4,-12,-7
CN(NS(=O)(=O)c1ccc(Cl)cc1)c1nc(C(F)(F)F)nc2ccccc12,0,6,-28,-38,-2,-16,-8,-5,2
CCN(CC(=O)NC1CCS(=O)(=O)C1)S(=O)(=O)c1ccc(C)cc1C (stereo not given),-2,-1,-13,-1,2,4,-2,-3,6
Cc1c(N2C(=O)C(C)SC23C(=O)Nc2ccccc23)c(=O)n(-c2ccccc2)n1C (stereo not given),1,5,-28[20 µM],31,-2,0,-1,-1,-2
O=C(Nc1cccnc1)c1c(O)c2cccc3c2n(c1=O)CC3,-13,-4,-14,-124,-9,-19,-24,-12,-42
CN(C)S(=O)(=O)c1c(Cl)cccc1Cl,1,3,-14[20 µM],-21,-5,-4,4,-18,-1
Brc1ccc(-c2nc(N/N=C/c3cccnc3)c3ccccc3n2)cc1,-12,-4,-4[20 µM],-190,-3,-2,-28,-5,-9
Oc1ccc(/C=N/Nc2ccnc3cc(Cl)ccc23)c(O)c1,-27,9,-14,-25,13,-30,-2,-14,-53
O=C1NC(=S)/C(=C\c2ccc(-c3ccccc3Cl)o2)S1,17,11,-7,1,-2,60*,32,-2,-20
C#CCOCCOCCOCCNc1nc(N2CCN(C(=O)Cn3cc(CCCN=C(N)N)nn3)CC2)nc(N2CCN(C(=O)[C@H]([C@@H](C)CC)n3cc(CCCN=C(N)N)nn3)CC2)n1,1,8,3,-21,-3,-16,5,13,0
CNC(=O)COC(=O)c1ccc(NS(=O)(=O)c2ccc3c(c2)OCCO3)cc1,-2,1,-17,26,-4,-3,-7,3,1
COc1cccc(OC)c1C(=O)OCC(=O)/C(C#N)=C(\C)N,-1,4,-30,-57,-10,-8,0,3,0
COCCN1C(=O)c2oc3c(C)cc(C)cc3c(=O)c2C1c1cccc(O)c1 (stereo not given),0,4,-28[20 µM],-64,7,-2,-8,-4,-1
Cc1nnc(N/N=C/c2ccccn2)[nH]c1=O,1,6,-6,-5,5,-10,-19,-9,3
C=CCn1c(CCC(=O)O)ccc1-c1ccccc1,7,4,-10[20 µM],-37,-2,-6,10,-16,2
Cc1ccccc1CS(=O)(=O)Cc1ccc(C(=O)NCc2cccnc2)o1,2,1,-28,-22,-2,-4,-3,-7,-4
O=C(COC(=O)CCc1ccc(S(=O)(=O)N2CCCCC2)cc1)Nc1cccc2ccccc12,1,-6,-9,33,-4,-35,9,-34,4
CC(C)(C)NS(=O)(=O)c1cccc2nsnc12,/,6,-13,/,-1,/,-8,/,/
CCSc1nc(N2CCOCC2)c2ccccc2n1,3,3,-15,12,-6,-2,-18,4,2
Cc1cccc(-n2[nH]c3c4c(ccc3c2=O)C(=O)c2ccccc2C4=O)c1,-3,1,-5,16,-2,8,-10,50*,-5
Oc1ccc(Br)cc1-c1nc2cnccn2c1NC1CCCC1,-10,-3,-5,/,-9,/,-6,/,-40
O=C(CSc1nc2ccccc2c(=O)n1NC(=O)c1ccccc1)c1ccc(Cl)cc1,1,-19,-15[20 µM],-94,-8,-5,-6,-5,1
CCOC(=O)C1=C(C)N(C)C(=O)NC1c1ccc(C)s1 (stereo not given),0,-1,-7[20 µM],-15,5,-9,0,-3,0

# 17 entries from above, tab-delimited:
Compound	Runt-CBFb FRET	p97 inhibitor	Furin inhibitor	Calpain2 inh	RBBP9 inh	EBV gp42 block	TbHK1 inh	NCF1 inh	Runt-SMMHC FRET
Cc1c(N2C(=O)C(C)SC23C(=O)Nc2ccccc23)c(=O)n(-c2ccccc2)n1C (stereo not given)	1	5	-28[20 µM]	31	-2	0	-1	-1	-2
O=C(Nc1cccnc1)c1c(O)c2cccc3c2n(c1=O)CC3	-13	-4	-14	-124	-9	-19	-24	-12	-42
CN(C)S(=O)(=O)c1c(Cl)cccc1Cl	1	3	-14[20 µM]	-21	-5	-4	4	-18	-1
Brc1ccc(-c2nc(N/N=C/c3cccnc3)c3ccccc3n2)cc1	-12	-4	-4[20 µM]	-190	-3	-2	-28	-5	-9
Oc1ccc(/C=N/Nc2ccnc3cc(Cl)ccc23)c(O)c1	-27	9	-14	-25	13	-30	-2	-14	-53
O=C1NC(=S)/C(=C\c2ccc(-c3ccccc3Cl)o2)S1	17	11	-7	1	-2	60*	32	-2	-20
C#CCOCCOCCOCCNc1nc(N2CCN(C(=O)Cn3cc(CCCN=C(N)N)nn3)CC2)nc(N2CCN(C(=O)[C@H]([C@@H](C)CC)n3cc(CCCN=C(N)N)nn3)CC2)n1	1	8	3	-21	-3	-16	5	13	0
CNC(=O)COC(=O)c1ccc(NS(=O)(=O)c2ccc3c(c2)OCCO3)cc1	-2	1	-17	26	-4	-3	-7	3	1
COc1cccc(OC)c1C(=O)OCC(=O)/C(C#N)=C(\C)N	-1	4	-30	-57	-10	-8	0	3	0
COCCN1C(=O)c2oc3c(C)cc(C)cc3c(=O)c2C1c1cccc(O)c1 (stereo not given)	0	4	-28[20 µM]	-64	7	-2	-8	-4	-1
Cc1nnc(N/N=C/c2ccccn2)[nH]c1=O	1	6	-6	-5	5	-10	-19	-9	3
C=CCn1c(CCC(=O)O)ccc1-c1ccccc1	7	4	-10[20 µM]	-37	-2	-6	10	-16	2
Cc1ccccc1CS(=O)(=O)Cc1ccc(C(=O)NCc2cccnc2)o1	2	1	-28	-22	-2	-4	-3	-7	-4
O=C(COC(=O)CCc1ccc(S(=O)(=O)N2CCCCC2)cc1)Nc1cccc2ccccc12	1	-6	-9	33	-4	-35	9	-34	4
CC(C)(C)NS(=O)(=O)c1cccc2nsnc12	/	6	-13	/	-1	/	-8	/	/
CCSc1nc(N2CCOCC2)c2ccccc2n1	3	3	-15	12	-6	-2	-18	4	2
Cc1cccc(-n2[nH]c3c4c(ccc3c2=O)C(=O)c2ccccc2C4=O)c1	-3	1	-5	16	-2	8	-10	50*	-5

# Next structures:
SMILES,Runt-CBFb FRET,p97 inhibitor,Furin inhibitor,Calpain2 inh,RBBP9 inh,EBV gp42 block,TbHK1 inh,NCF1 inh,Runt-SMMHC FRET
COc1ccc2c3c1O[C@H]1C[C@@H](O)C=C[C@@]31CCN(C)C2,-2,6,/,11,-5,-9,/,-7,-1
CC(C)c1ccc(/C=N/NC(=O)c2cccc(S(=O)(=O)N3CCOCC3)c2)cc1,-4,5,-19,15,-6,-12,-3,1,-5
O=C(c1c(F)c(F)c(F)c(F)c1F)N(Cc1ccccc1)Cc1ccccc1,-2,-4,-3[20 µM],11,-10,-2,32,-2,2
Cc1cc2oc(=O)cc(CSc3nnc(-c4cccs4)o3)c2cc1C(C)C,2,-4,-18,-10,-13,-16,-6,-12,4
CCOC(=O)C1CCN(C(=O)C(=O)N2CCC(C(=O)OCC)CC2)CC1,0,4,-13[20 µM],17,2,-14,-1,0,-6
O=C(Nc1cccc(-c2nc3ccccc3[nH]2)c1)c1cccc(NC(=O)c2ccco2)c1,-6,-3,-8,-236,-59,-72,13,-5,-5
Cc1ccc(NC(=O)N2CCCC2C(=O)NCc2cccs2)cc1 (stereo not given),-1,-6,-8[20 µM],-12,4,-12,4,-15,-2
COc1ccc(NC(=S)Nc2ccc(OC)cc2OC)c(OC)c1,25,4,-13,-1,-2,-15,-9,-10,14
CSc1nc2ncc3c(n2n1)CC(C)(C)CC3=O,0,7,-13,-26,-3,-2,-3,-8,-2
O=C(C1CCN(c2nnc(-n3cccc3)s2)CC1)N1CCN(c2cccc(C(F)(F)F)c2)CC1,-4,6,-16,-30,-1,-9,1,-1,1
Oc1ccc(-c2nncn2-c2ccccc2)cc1,0,3,-12,2,-4,-21,0,2,-3
O=C(O)c1oc2ccc(Br)cc2c1-n1cccc1,3,6,5[20 µM],/,-3,/,8,/,-1
Cc1cc(NS(=O)(=O)c2ccc(Nc3nc(-c4ccc(O)cc4)cs3)cc2)no1,9,6,-9,8,-9,7,-5,-23,0
O=c1c(/C=N/O)coc2ccc3ccccc3c12,-2,3,-13,-18,-8,-22,-10,-1,-6
CC1(C)Cc2cccc(OCC(=O)O)c2O1,-1,-5,-5,11,-7,-12,1,-4,5
COc1ccc(N2C(=O)CC(Cc3ccccc3)C2=O)cc1 (stereo not given),1,3,-10,-19,5,-19,3,-11,3
O=C(O)c1ccc(N/N=C/C2=Cc3ccccc3OC2)cc1,13,5,-5,-12,-2,-11,-38,-24,35
Cc1ccc(NC(=S)N(CCCN2CCCC2)Cc2cccn2Cc2ccc(Cl)cc2)cc1C,0,-1,-10,-27,-4,2,10,5,1
CCOc1ccccc1NC(=O)C1CCN(C(=O)NCc2ccccc2)CC1,1,2,-20[20 µM],33,-5,-9,-5,-4,1
CCOCCCNC(=O)C(NC(=O)c1cnccn1)c1ccc(OC)cc1 (stereo not given),-2,-1,-27,-7,-6,-29,4,-13,-3
Cn1nccc1-c1cc(Cl)cc(Cl)c1O,1,-8,-2,20,-8,3,-5,-6,6
COc1ccc(C(=O)NCC(=O)OCC(=O)c2ccc(Cl)cc2)cc1OC,0,5,-21,-22,2,-12,2,-17,0
CC1(C)NC(=O)N(CCCCOc2ccc(Br)cc2Cl)C1=O,3,5,-8[20 µM],-31,4,0,-3,-9,0
O=C(NN=C1CCCCC1)c1ccccc1OCc1ccc(F)cc1,-2,-3,-17,10,-2,-6,4,-5,6
O=S(=O)(Nc1ccccn1)c1cccc(S(=O)(=O)c2ccc(Br)cc2)c1,-2,3,-25,-30,-7,7,-3,10,2
C=CCN(C(=O)c1cccc(N2C(=O)C3CC=CC(C)C3C2=O)c1)c1ccccc1 (stereo not given),-6,1,-21,-39,-8,-3,-5,-4,-9
O=c1oc2ccccc2c(Nc2ccc3ccccc3c2)c1[N+](=O)[O-],-2,4,-15[20 µM],-36,-1,26,-6,-40,-9
CNC(=O)N(O)C1N(/N=C/c2cccs2)C(=S)SC1(C)C (stereo not given),2,2,-20,-11,2,-1,-50,-1,-2
COc1ccc(N2C=C3C(=O)C(C)(OC(=O)CCc4ccccc4)C(=O)C=C3C=C2c2ccc(C#N)cc2)cc1 (stereo not given),0,/,-22,-69,/,-5,-16,-29,-1
Cc1cc(C)n(CCNC(=O)CC2C(=O)NCCN2Cc2ccccc2C(F)(F)F)n1 (stereo not given),-7,-3,-20,-15,8,3,-4,14,-4
CC1(C)CCCN(C(=O)N2c3ccccc3Sc3ccccc32)C1,/,-6,-5[20 µM],-3,-10,-11,-3,-8,-5
C=CCNC(=O)c1sccc1Oc1ccc(F)cc1[N+](=O)[O-],0,4,-23,-14,5,-2,-3,6,-3
O=C(/C=C/c1ccc([N+](=O)[O-])cc1)OCC(=O)N1c2ccccc2Sc2ccccc21,4,-1,-6,-41,11,-22,-2,-14,1
Cn1c([N+](=O)[O-])cnc1COC(N)=O,1,5,-7,12,5,-6,-11,-1,-3
Cc1nc(-c2ccccn2)sc1C(=O)O,-1,-1,-13,-2,-8,-6,-11,-3,-5
